# mHtt clearance: clearance of mutant huntingtin inclusions, primary screen, imaging, HeLa Exon1htt(103Q)mCFP, confocal imaging; aggregate imaging; zero = plate's median compound well; inhibition, % at 1.5 µM; hit rate 0.42% among 47,000; AID 853, 2007;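 active means inhibition of aggregate fluorescence above about 70%, also judged a hit by eye on the cell image, limit read from the data, passing the limit was not always enough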;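 further: cells exposed to compound for three days before fixation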
# mHtt clearance grain fraction: further read-out of mHtt clearance, marked with its call; fraction fluorescence in grains; measured here: aggregate grain fluorescence fraction; stronger effect = lower value;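 scaled fraction of total cell fluorescence in grains with unit not stated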
# An asterisk follows results filed as active; i = inactive. This is a subset; the hit share may differ from the screen's.
SMILES,mHtt clearance,mHtt clearance grain fraction
COc1ccc(CCNS(=O)(=O)c2ccc(C(=O)NCc3ccco3)cc2)cc1OC,-20,24
COc1ccc(-c2cc(C(F)(F)F)n3ncc(C(=O)NCC4CCCO4)c3n2)cc1OC (stereo unspecified),-20,44
Cc1nn(CC(N)=O)c(=O)c2ccccc12,-25,48
CCOC(=O)c1ccc(NC(=O)N2CCN(Cc3cccc(F)c3)CC2)cc1,-12,21
COc1ccc(S(=O)(=O)Nc2cc(C)ccn2)cc1OC,-11,19
COCCSc1nnc(NC(=O)Cc2ccccc2OC)s1,60,7.7
CC(=O)c1c(C)nc(C)nc1NC(=O)C(C)C,67,5.9
N#C/C(=C(/O)COC(=O)CCC1CCCCC1)c1nc2ccccc2[nH]1,-67,30
O=C(Cn1nnc(-c2ccccc2)n1)NCc1ccccc1,3,36
CCOC(=O)N1CCN(C(=O)c2ccc3c(SCC(=O)O)c4c(nc3c2)CCCC4)CC1,40,18
O=c1cc2c(nn1Cc1ccc(Cl)cc1Cl)-c1ccccc1CC2,-11,35
Cc1ccccc1CN1CCN(CC(=O)NCCCN2CCN(c3ccc(F)cc3)CC2)C1=O,-3,42
COc1ccc(S(=O)(=O)N(CC(=O)NC2CC2)c2ccc(C)cc2)cc1OC,4,19
O=C(CCCn1c(SCC(=O)NCC2CCCO2)nc2ccccc2c1=O)NCC1CCCO1 (stereo unspecified),-5,41
Cc1ccc(/C=C/C(=O)c2ccc(C)cc2)cc1,-43,25
CC(=O)Nc1cccc(Oc2cc(C#N)c(C#N)cc2N2CCOCC2)c1,25,15
COc1cccc(Oc2coc3c(CN4CCOCC4)c(O)ccc3c2=O)c1,28,25
CC(C)C1Cc2[nH]c(=O)c(C(=O)O)cc2CO1 (stereo unspecified),-122,39
O=C(CC(C(=O)N1CCc2ccccc21)n1ccnc1)NCc1cccnc1 (stereo unspecified),-12,52
CCC(=O)Nc1ccc(C(=O)OCC(=O)c2ccc(C)c([N+](=O)[O-])c2)cc1,-4,32
O=C(O)c1cccc(N2CCCCS2(=O)=O)c1,-82,55
COc1cccc(NC(=O)N[C@@H](Cc2ccccc2)C(=O)O)c1,-83,37
CC1=CC2(C#N)C3(N=C(N)C2(C#N)C(c2ccccc2)N1)OCCO3 (stereo unspecified),-28,40
CCCOc1ccc(C(=O)CCN2CCCCC2)cc1,-14,39
CCOc1ccc2nc(NC(=O)c3ccc(S(=O)(=O)N4CCOCC4)cc3)sc2c1,-34,28

# Arranged by number of heavy atoms (lowest first): some entries from above
SMILES,mHtt clearance,mHtt clearance grain fraction
Cc1nn(CC(N)=O)c(=O)c2ccccc12,-25,48
O=c1cc2c(nn1Cc1ccc(Cl)cc1Cl)-c1ccccc1CC2,-11,35
CC1=CC2(C#N)C3(N=C(N)C2(C#N)C(c2ccccc2)N1)OCCO3 (stereo unspecified),-28,40
CCC(=O)Nc1ccc(C(=O)OCC(=O)c2ccc(C)c([N+](=O)[O-])c2)cc1,-4,32
COc1cccc(Oc2coc3c(CN4CCOCC4)c(O)ccc3c2=O)c1,28,25

# The listing picks up, repeating the 3 entries before the break.
SMILES,mHtt clearance,mHtt clearance grain fraction
CC1=CC2(C#N)C3(N=C(N)C2(C#N)C(c2ccccc2)N1)OCCO3 (stereo unspecified),-28,40
CCCOc1ccc(C(=O)CCN2CCCCC2)cc1,-14,39
CCOc1ccc2nc(NC(=O)c3ccc(S(=O)(=O)N4CCOCC4)cc3)sc2c1,-34,28
O=C(NCc1ccccc1)C1CC(=O)N(c2ccc(OCC(=O)N3CCCC3)cc2)C1 (stereo unspecified),54,9
CC(=O)OC1c2c(ccc3ccc(=O)oc23)OC(C)(C)C1OC(=O)CC(C)C (stereo unspecified),-19,44
CSc1nsc(NC(=O)Cc2ccccc2)n1,17,16
O=C(CCC(=O)c1ccc(F)cc1)Nc1cccnc1,38,11
c1coc(CNc2ncnc3ccccc23)c1,-8,40
CCOc1ccccc1Nc1nnc(C)c(=O)[nH]1,40,23
O=c1c2[nH]c3ccc(Br)cc3c2ncn1CCCn1ccnc1,24,17
CSCCC1NC2(C(=O)Nc3ccc(Cl)cc32)[C@@H]2C(=O)N(C3CCCC3)C(=O)[C@H]12 (stereo partly specified),12,39
COc1cc(C(=O)N2CCC(n3cnc4cc(F)ccc43)CC2)cc(OC)c1OC,33,19
CCCCCNc1nc(NCCCO)c(C#N)c2c1CN(C)CC2,-5,25
Cc1ccc(Cn2c(=N)n(CC(O)c3ccco3)c3ccccc32)cc1 (stereo unspecified),-20,23
Cc1cc(=O)[nH]c(SCC(=O)NCc2ccco2)n1,45,25
O=C(NCCN1CCOCC1)c1ccc(CS(=O)(=O)c2c(Cl)cccc2Cl)o1,3,48
Cc1ccc(-n2c(N)c(C(=O)N3CCOCC3)sc2=S)cc1,19,14
COc1ccc(C)cc1S(=O)(=O)NC1CCCCC1,21,16
O=C(O)c1ccccc1C(=O)NCC(O)COCC1CC=CCC1 (stereo unspecified),-28,43
O=c1oc(-c2ccco2)nc2sc3c(c12)CCCC3,28,15
O=C(Nc1ccc(Cl)cc1)Nc1ccccc1C(=O)NCc1ccco1,-2,24
COc1cc(NS(=O)(=O)c2cccc3nsnc23)cc(OC)c1,22,16
CCOCC(O)CS(=O)(=O)c1ccccn1 (stereo unspecified),41,22
O=C(c1ccc(CN2CCOCC2)cc1)N1CCN(c2ccccc2)CC1,31,14
COc1cc2c(cc1OC)-c1cc(OCCN3CCOCC3)nc(=O)n1CC2,-22,49
COC(=O)c1ccc(C(=O)OC)c(NC(=O)CCc2ccc(C)o2)c1,-60,26
Cc1cc(NS(=O)(=O)c2ccc(NC(=O)CCN3C(=O)c4ccccc4C3=O)cc2)no1,14,32
CCOC(=O)C(=O)Nc1nc(-c2ccccc2)c(CC)s1,-6,40

# Look-ups from the results shown:
# CSc1nsc(NC(=O)Cc2ccccc2)n1 – mHtt clearance grain fraction = 16
# Cc1ccc(Cn2c(=N)n(CC(O)c3ccco3)c3ccccc32)cc1 (stereo unspecified) – mHtt clearance grain fraction = 23
# O=C(Nc1ccc(Cl)cc1)Nc1ccccc1C(=O)NCc1ccco1 – mHtt clearance = -2
# COc1cc2c(cc1OC)-c1cc(OCCN3CCOCC3)nc(=O)n1CC2 – mHtt clearance grain fraction = 49
# Cc1cc(NS(=O)(=O)c2ccc(NC(=O)CCN3C(=O)c4ccccc4C3=O)cc2)no1 – mHtt clearance grain fraction = 32
# O=C(NCCN1CCOCC1)c1ccc(CS(=O)(=O)c2c(Cl)cccc2Cl)o1 – mHtt clearance = 3

# (further entries)
SMILES,mHtt clearance,mHtt clearance grain fraction
COc1ccc(CNC(=O)C2CC(c3ccccc3[N+](=O)[O-])=NO2)cc1 (stereo unspecified),-6,40
COC(=O)c1ccc(COC(=O)c2[nH]c(C)c(C(C)=O)c2C)o1,6,36
COc1ccccc1N(CCC#N)C(=O)CSc1nc(-c2ccccc2)cn1N,4,34
COc1ccc(O)c(C(=O)c2cnc3onc(C(C)C)c3c2)c1,0,39
Cc1ccc(C)c(NC(=O)c2cc3ccccn3n2)c1,-13,40
COc1c(Br)cc(Br)cc1C(=O)O,28,13
C=CCn1c(N)c(C(=O)N2CCOCC2)sc1=S,18,13
O=C(O)c1n[nH]c2c1CCCCC2,-34,50
CCOC(=O)N1CCC(N2C(=O)c3ccc(C(=O)O)cc3C2=O)CC1,-78,31
COc1cccc(CNC(=O)c2cc3oc4ccccc4c3n2C)c1OC,49,8.9
CCOC(=O)C1CCCN(C(=O)Cc2ccc(OC)c(OC)c2)C1 (stereo unspecified),-3,17
Cc1ccc(-c2nnc(-c3ccncc3)n2-c2ccc(C)cc2)cc1,-72,74
CCC(=O)Nc1nc(C)nc(C)c1C(C)=O,-7,42
COc1cc(OC)c(C(=O)Nc2ncn[nH]2)cc1OC,27,14
CCOc1ccccc1NC(=O)CCC(=O)Nc1ccccc1OCC,44,13
CCCC(C)(C)NC(=O)CCCCC(=O)NC(C)(C)CCC,-32,41
O=C(Cn1nnc2ccccc2c1=O)Nc1ccc2c(c1)CCC2,55,9.1
O=C1CC(c2ccco2)CC(O)=C1C=NCC1NCCc2ccccc21 (stereo unspecified),28,34
Cc1c(C(=O)N2CCN(C)CC2)oc2c1C(=O)CC(C)(C)C2,48,19
CC(C)NC(=O)c1ccc(C2SCC(=O)N2Cc2ccccc2)cc1 (stereo unspecified),-1,21
CCN(CC)CCCNC(=O)c1cc(-c2ccc(O)cc2)on1,-27,46
CC(C)NC(=O)CCCc1ccccc1,34,27
CC(C)(C)c1nc2ccccc2c2nnc(SCC(=O)NCc3ccco3)n12,38,21
O=C1c2ccccc2C(=O)N1CC1=CCS(=O)(=O)C1,13,17
COCCCNC(=O)c1cc2c(-c3ccc(Cl)cc3)nn(C)c2s1,8,46
SMILES,mHtt clearance,mHtt clearance grain fraction
CCOC(=O)C1CCCN(Cc2cc(Br)c(OC)cc2OC)C1 (stereo unspecified),47,9
COc1ccc(-c2[nH]nc(-c3ccccc3)c2-c2nc3ccccc3[nH]2)cc1,-30,52
O=C(Nc1ccc2c(c1)OCO2)N1CCN(c2ncccn2)CC1,24,12
CC(C)OC(=O)CCC(=O)Nc1nc2ccccc2s1,-37,54
CCCCc1cc(O)c(CCCC)c(O)c1,48,18
CC(=O)Nc1cccc(OCC(=O)NS(=O)(=O)c2ccc(C)cc2)c1,16,16
Cc1csc(N(C)C(=O)CSc2nnc(COc3cccc4ccccc34)o2)n1,3,38
CCOC(=O)CSc1nc2c(c(=O)[nH]c(=O)n2C)n1CCCc1ccccc1,-15,25
Cc1ccc2ccccc2c1Cn1c(-n2ccnc2)nc2c1c(=O)n(C)c(=O)n2C,21,14
COC(=O)c1ccc(CSc2nc3ccc(Cl)cc3[nH]2)o1,-4,40
O=C(OCn1nnc2ccccc2c1=O)c1ccc(S(=O)(=O)N2CCOCC2)cc1,-36,32
CCC(c1nnnn1CCC(C)C)N1CCC(C(N)=O)CC1 (stereo unspecified),-81,37
CCCc1cc(NCCCCO)n2c(nc3ccccc32)c1C#N,24,27
O=C(OCC(=O)N1CCN(C(=O)c2ccco2)CC1)c1ccccc1OCc1ccccc1,-2,38
O=C(Nc1ccncc1)C1CCCN(S(=O)(=O)c2cccc3cccnc23)C1 (stereo unspecified),31,21
COc1ccc(-c2cc3ccccc3oc2=O)cc1NC(=O)c1ccc([N+](=O)[O-])o1,-24,38
Cc1cc(NC(=O)CCC(=O)N(c2cccnc2)C(C(=O)NC2CCCC2)c2ccccc2F)no1 (stereo unspecified),11,19
Cc1ccc2nnc(Cl)n2n1,-4,32
COc1cc(C(=O)N2CCN(S(=O)(=O)c3ccc(F)cc3)CC2)cc(OC)c1OC,-22,23
O=C(Cn1cccc1C(=O)c1ccccc1)NCCN1CCOCC1,13,16
O=C(CCCn1c(SCC(=O)c2ccc(O)c(O)c2)nc2ccccc2c1=O)NCC1CCCO1 (stereo unspecified),1,39
N#CC1C(C#N)N2CCCN2C1c1ccc(Cl)cc1 (stereo unspecified),-7,42
O=C(N/N=C/C(Cl)=C/c1ccccc1)c1cnccn1,68,6.5
c1ccc(CNc2nnnn2-c2ccccc2)cc1,-38,25
COc1cccc(C(=O)Nc2cc(NC(=O)c3ccco3)ccc2OC)c1,21,16
SMILES,mHtt clearance,mHtt clearance grain fraction
COc1ccc(CCNC(=O)C2CC(c3ccc([N+](=O)[O-])cc3)=NO2)cc1 (stereo unspecified),-13,44
CCOC(=O)CSc1nnc(CNc2nc(-c3ccccc3)cs2)n1C,0,21
C=CCc1c(C)nc(SC)nc1Nc1ccc(C(C)=O)cc1,29,26
Cc1c(C(=O)OCC(=O)N2CC(C)OC(C)C2)oc2ccc(Br)cc12 (stereo unspecified),-84,36
CCNC(=O)NC(=O)C(C)Sc1ccc2c(c1)OCCO2 (stereo unspecified),-89,40
Cc1cc(NC(=O)CSc2ccccc2)no1,-49,29
CCOC(=O)COc1ccc(S(=O)(=O)NCc2ccco2)cc1,26,15
CCOc1ccc2[nH]c(=O)c(C(c3nnnn3CCOC)N3CCOCC3)cc2c1 (stereo unspecified),-14,46
COC(=O)c1ccc(C(=O)OCc2nc3cc4ccccc4cc3[nH]2)cc1,29,12
Cc1ccc(NC(=O)Nc2ccccc2C(=O)NCc2ccccc2)cc1,48,8.3
O=C(Nc1cccc(F)c1)c1ccc2c(c1)OCO2,18,14
O=C(Cc1nc2ccccc2s1)c1ccc(O)cc1O,13,14
Cc1ccc(C(C(=O)NC2CCCC2)N(Cc2cccs2)C(=O)CNC(=O)c2cccs2)o1 (stereo unspecified),45,10
CN(NC(=O)c1ccc(Cl)cc1)c1cccc(Cl)n1,-50,32
CCOc1ccc(CNC(=O)NS(=O)(=O)c2ccc(OC)cc2)cc1,-110,79
Cc1ccc(N/N=C2/CCCNC2=O)cc1,18,26
Cc1ccccc1Cn1c(=O)c2c(nc3n2CCCN3Cc2ccccc2)n(C)c1=O,-11,21
CN1c2ccccc2C(C)(C)C12CC(CCl)=NO2 (stereo unspecified),16,33
CN1CCN(C2=Cc3ccccc3Sc3cc(F)ccc32)CC1,-1,18
CCCc1cc(C(=O)Nc2ccccc2C(=O)OC)no1,-284,119
Cc1ccc(C2C(C#N)=C(N)SC(N)=C2C#N)o1,30,14
CCN(CC)c1ccc(-n2c(C)cc(C=O)c2C)cc1,-14,23
COCCn1c(=O)[nH]c2cc(C(=O)NCCc3ccc(OC)c(OC)c3)ccc2c1=O,i,256
COc1ccc2oc(C)c(C(=O)Cn3ccnc3)c2c1,59,7.9
O=C(O)CC(c1cccc2ccccc12)n1cccc1 (stereo unspecified),16,36

# Profiles, quoted from the list.
# `COc1cc(C(=O)N2CCC(n3cnc4cc(F)ccc43)CC2)cc(OC)c1OC` is listed with mHtt clearance: 33; mHtt clearance grain fraction: 19
# `COCCCNC(=O)c1cc2c(-c3ccc(Cl)cc3)nn(C)c2s1` is listed with mHtt clearance: 8; mHtt clearance grain fraction: 46
